APJ ag: APJ receptor agonism | P35414 | AID 2520 | 0.11% of 330,000 active | CHO-K1 APJ PathHunter beta-arrestin, luminescence; 0% DMSO wells, 100% apelin | activation, % at 20 µM;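 active = activation more than six SD over the plate average, tested at 20 µM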;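 also: 0% = DMSO alone and 100% = apelin-13 at 10 nM; some results filed as inactive read as strong as hits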
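Assay system: engineered CHO-K1 APJ arrestin reporter cells; Amount: 1000 CHO-K1 reporter cells seeded per well; Dosing: one dose, 20 µM compound, 1% DMSO; Times: compound stimulation 90 min at 25 °C, detection 60 min; Measured by: luminescent beta-gal fragment complementation, chemiluminescent substrate; Read-out: APJ–arrestin association signal; Controls: DMSO vs Apelin-13 10 nM.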
CHOP UPR activ: activators of apoptotic arm of unfolded protein response (CHOP); CHO-CHOP luciferase reporter, UPR activation, luminescence; percent of tunicamycin response over DMSO baseline; activation, % at 10 µM; 0.34% of 330,000 active; AID 449763;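 active = at 10 µM dose, activation of 40% or more, normalized to positive control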;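 also: 100% = tunicamycin at 10 µg/mL and 0% = DMSO alone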
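System: CHO-CHOP luciferase reporter cell line; amount: 500 cells/well; buffer or medium: F12 medium containing 10% fetal bovine serum; incubation: 6 h compound exposure at 37 °C after overnight seeding; measured by: luciferase luminescence after 10 min with Steady-Glo reagent; evaluation: % reporter activation, DMSO baseline versus tunicamycin full activation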
tim10-1 inh: growth inhibitors of tim10-1 mutant yeast; inhibition, % at 20 µM; AID 463190; S. cerevisiae tim10-1 ts strain growth, BacTiter-Glo, 24 h; 2.2% of 330,000 active;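 active = inhibition of at least 40%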;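 also: mutant grown at 25 °C; 0% = DMSO wells with yeast and 100% = wells holding no yeast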
tim23-1 inh: growth inhibitors of tim23-1 mutant yeast | 1.3% of 330,000 active | S. cerevisiae tim23-1 growth, BacTiter-Glo luminescence, 24 h | inhibition, % at 20 µM;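 active = growth inhibition of the mutant yeast at or above 50%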;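 also: temperature-sensitive mutant grown at 25 °C; plate controls were DMSO-treated mutant yeast for no effect and medium wells lacking yeast for full effect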
UPR XBP1 act: adaptive UPR (XBP1) activation; CHO-XBP1 luciferase reporter, IRE1-XBP1 UPR activation, luminescence; percent of tunicamycin response, DMSO as zero; activation, % at 20 µM; 0.33% of 330,000 active;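 active = versus positive control, 20 µM dose yields 30% or more activation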;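 also: 100% = tunicamycin at 10 µg/mL and 0% = DMSO only wells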
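Signal: luciferase luminescence; Assay system: CHO-XBP1 luciferase reporter cells; Amount: one thousand reporter cells per well; Dosing: 20 µM single concentration, DMSO 1%; Benchmarks: high control tunicamycin 10 µg/mL final, low control DMSO vehicle only; Schedule: 6 h compound exposure at 37 °C, 5% CO2; Evaluation: percent activation relative to tunicamycin reference.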
NLRP3 yeast inh: inhibitors of NALP3 inflammasome in yeast; Yeast reconstituted NLRP3/ASC/caspase-1, beta-gal luminescence, 24 h; inhibition, % at 10 µM; 0.39% of 330,000 active;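 active = inhibition of 50% or more; inactive = inhibition below 50%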;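 also: plate controls were induced DMSO wells for no effect and uninduced yeast grown without galactose for full effect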
TIM10 inh: growth inhibitors of TIM10 yeast strain | S. cerevisiae TIM10 strain growth, BacTiter-Glo luminescence, 24 h | AID 463195 | 1.4% of 330,000 active | inhibition, % at 10 µM;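 active = inhibition of 40% or more at the single tested concentration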;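 also: wild-type TIM10 isogenic control strain grown at permissive 25 °C; 0% = DMSO yeast wells and 100% = minimal medium wells without yeast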
Mdm2-MdmX inh: disrupts the human Mdm2-MdmX interaction; SaOS-2 split-luciferase Mdm2/MdmX complementation, luminescence; inhibition, % at 8 µM; 3% of 330,000 active; AID 485346;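 active = inhibition of at least 50% at 8 µM in the primary screen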
Target sequence (O15151 whole entry, looked up): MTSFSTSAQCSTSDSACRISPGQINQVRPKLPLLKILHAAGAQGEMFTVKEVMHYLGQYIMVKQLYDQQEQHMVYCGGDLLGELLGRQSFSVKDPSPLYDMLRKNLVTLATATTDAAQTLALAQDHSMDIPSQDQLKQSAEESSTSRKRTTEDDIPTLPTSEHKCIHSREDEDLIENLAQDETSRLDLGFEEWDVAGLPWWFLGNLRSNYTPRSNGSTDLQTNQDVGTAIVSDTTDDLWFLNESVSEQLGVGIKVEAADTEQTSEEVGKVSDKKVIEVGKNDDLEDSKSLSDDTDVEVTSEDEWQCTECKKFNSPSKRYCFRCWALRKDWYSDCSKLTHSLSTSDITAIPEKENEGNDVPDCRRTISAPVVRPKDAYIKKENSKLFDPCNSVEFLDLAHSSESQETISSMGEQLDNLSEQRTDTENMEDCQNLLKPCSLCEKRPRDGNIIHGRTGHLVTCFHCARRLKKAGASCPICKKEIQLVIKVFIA
Target sequence (Q00987 whole entry, looked up): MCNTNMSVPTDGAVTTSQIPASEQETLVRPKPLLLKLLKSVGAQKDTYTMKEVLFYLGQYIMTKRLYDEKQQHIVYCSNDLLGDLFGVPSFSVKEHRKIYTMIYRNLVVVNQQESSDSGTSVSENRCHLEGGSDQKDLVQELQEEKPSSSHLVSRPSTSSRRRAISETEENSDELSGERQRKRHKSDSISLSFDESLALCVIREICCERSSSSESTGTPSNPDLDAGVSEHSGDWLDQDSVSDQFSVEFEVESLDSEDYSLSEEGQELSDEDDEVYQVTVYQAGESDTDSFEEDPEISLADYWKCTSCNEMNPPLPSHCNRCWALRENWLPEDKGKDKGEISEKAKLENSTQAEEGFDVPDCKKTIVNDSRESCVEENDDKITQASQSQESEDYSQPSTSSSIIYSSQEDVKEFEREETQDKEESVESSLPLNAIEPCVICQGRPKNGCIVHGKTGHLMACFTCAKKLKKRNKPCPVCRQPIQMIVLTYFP
GRIN3A LBD mod: NR3A (human) ligand-binding domain modulation | NR3A LBD differential scanning fluorimetry, Tm shift; 0% = protein alone, 100% = glycine-bound protein | 2.5% of 340,000 active | AID 1259313 | Tm shift relative to glycine control, % at 25 µM;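 active = melting temperature shift of at least 10% of the positive control shift, at one fixed dose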
* marks the source's active call; other numbers are inactive results; . = no result given.

The line under a structure holds: tim23-1 inh	Mdm2-MdmX inh	CHOP UPR activ	tim10-1 inh	NLRP3 yeast inh	TIM10 inh	GRIN3A LBD mod	APJ ag	UPR XBP1 act
1) O=C1NC(=O)N(CCC2=CCCCC2)C(=O)/C1=C\c1cccs1
  23	8	2.0	18	14	6	6	16	8
2) Cc1cccc(-n2c(O)c(/C=N/NC(=O)c3ccncc3)c(=O)[nH]c2=O)c1
  -1	5	2.2	8	18	9	1	1	2
3) CCOC(=O)C1=C(N)Oc2cc(C)oc(=O)c2C12C(=O)N1c3c(cc(OC)cc32)C(C)=CC1(C)C (centres undefined)
  21	20	0.0	28	2	27	0	-4	0
4) CN1CCN(C(=O)COc2ccc(N(C)S(=O)(=O)c3ccc(F)cc3)cc2)CC1
  -13	-20	1.3	15	-4	12	1	-1	-3
5) COc1ccc(CCNCc2ccc(C)s2)cc1OC
  -4	19	0.2	-9	22	-12	0	-1	9
6) CN1C(=O)C(=Cc2ccc(N3CCOCC3)o2)C(=O)N(C)C1=S
  16	7	0.3	19	23	6	1	-5	2
7) Cc1cc(OC(=O)N(C)C)nc(SCc2c(Cl)cccc2Cl)n1
  28	0	0.5	24	0	13	-2	-3	-3
8) CC1=CC(=O)C2=C(C)CC(O)C3C(C)C(=O)OC3C12 (centres undefined)
  10	3	-1.4	-5	-2	7	0	-2	0
9) C1=NCCc2c1[nH]c1ccccc21
  -38	52*	2.0	-14	-23	4	1	2	-1
10) C=C[C@@]12CN(C)[C@H]3[C@H]1[C@@]1(C(=O)Nc4ccccc41)C1CC2[C@@H]3CO1
  10	5	-0.5	10	19	-2	-1	-6	-5
11) CC(=O)c1ccc(NC(=O)N2C[C@H]3C[C@@H](C2)c2cccc(=O)n2C3)cc1
  -9	18	0.6	-8	9	0	-2	-3	0
12) COc1cccc(OCC(=O)N2CCN(C)CC2)c1
  19	5	-1.1	9	13	8	2	-2	-2
13) CCOCCCNC(=O)C1c2cc(OC)c(OC)cc2C(=O)N2CCCCC12 (centres undefined)
  -4	-3	1.1	7	3	3	-3	3	0
14) CCC(=NCc1ccco1)c1c(O)n(C2CCCCC2)c(=O)[nH]c1=O
  42	-5	-0.7	34	6	40*	0	-1	1
15) C=C1C2[C@H](OC(C)=O)[C@@H]3CC(=O)[C@]4(C)OC[C@@]3(C)[C@@]4(O)[C@@H](OC(C)=O)[C@H](OC(C)=O)[C@@]2(COC(=O)c2ccccc2)[C@@H](OC(C)=O)C[C@@H]1O (some centres undefined)
  -13	11	0.1	2	3	5	0	-2	-4
16) COc1cc2c(c(OC)c1OC)-c1ccc(O)c(=O)cc1[C@@H](N)CC2
  2	5	0.5	26	10	-37	-6	-1	2
17) CC1=CC(=C2C(=O)NC(=S)NC2=O)C=C(C(F)(F)F)N1C
  4	-1	-1.7	13	-10	2	3	-1	1
18) COC(=O)C1=C(c2cc3ccccc3s2)C[C@@H]2CC[C@H]1N2C(=O)NCCNC(C)=O
  -7	1	0.0	-20	7	2	-2	-2	-3
19) CCC(=O)OC1(c2ccccc2)CCN(C)CC1C (centres undefined)
  6	36	0.0	2	15	-16	-1	-2	2
20) COC(=O)C1=C(c2ccc(F)cc2OCc2ccccc2)C[C@@H]2CC[C@H]1N2C(=O)NCc1ccc([N+](=O)[O-])cc1
  28	47	1.0	8	17	-5	-4	-1	-3

Ordered by count of non-hydrogen atoms (low to high): five of the compounds above
The line under a structure holds: tim23-1 inh	Mdm2-MdmX inh	CHOP UPR activ	tim10-1 inh	NLRP3 yeast inh	TIM10 inh	GRIN3A LBD mod	APJ ag	UPR XBP1 act
9) C1=NCCc2c1[nH]c1ccccc21
  -38	52*	2.0	-14	-23	4	1	2	-1
19) CCC(=O)OC1(c2ccccc2)CCN(C)CC1C (centres undefined)
  6	36	0.0	2	15	-16	-1	-2	2
5) COc1ccc(CCNCc2ccc(C)s2)cc1OC
  -4	19	0.2	-9	22	-12	0	-1	9
7) Cc1cc(OC(=O)N(C)C)nc(SCc2c(Cl)cccc2Cl)n1
  28	0	0.5	24	0	13	-2	-3	-3
18) COC(=O)C1=C(c2cc3ccccc3s2)C[C@@H]2CC[C@H]1N2C(=O)NCCNC(C)=O
  -7	1	0.0	-20	7	2	-2	-2	-3

Carrying on:
The line under a structure holds: tim23-1 inh	Mdm2-MdmX inh	CHOP UPR activ	tim10-1 inh	NLRP3 yeast inh	TIM10 inh	GRIN3A LBD mod	APJ ag	UPR XBP1 act
21) O=C(Cc1ccccc1)N1CCN(C2CCCC2)CC1
  14	-21	4.5	3	18	-1	0	0	-1
22) CN1CCN(C(=O)OC2c3nccnc3C(=O)N2c2ccc(Cl)cn2)CC1 (centres undefined)
  7	-1	-1.4	7	13	5	.	-3	-6
23) C=C1C(=O)O[C@H]2[C@H]1[C@H](OC(=O)CC(=O)O[C@@H]1C[C@@H](C)[C@@H]3C=CC(=O)[C@@]3(C)[C@H]3OC(=O)C(=C)[C@H]13)C[C@@H](C)[C@H]1C=CC(=O)[C@]12C
  10	49	6.5	-3	12	4	2	4	-2
24) CN1C(=O)C(=Cc2cccnc2)C(=O)N(C)C1=O
  9	1	-2.0	1	19	12	2	-3	0
25) C[C@@H]1CCC2[C@@H](C)C(=O)O[C@@H]3OC4(C)CCC1[C@@]23OO4 (some centres undefined)
  7	9	1.6	23	0	18	-2	8	-1
26) C[C@]12CC[C@H](O)C[C@@H]1CC[C@@H]1[C@@H]2CC[C@]2(C)[C@@H](C(=O)O)C[C@@H]12
  13	-26	-0.8	-3	18	3	0	7	2
27) CCCc1cc(=O)oc2cc(OCC(=O)N3CCC(C(=O)O)(c4ccccc4)CC3)ccc12
  1	9	0.0	1	6	-1	-2	-5	-2
28) CC(ON1CC1(C(F)(F)F)C(F)(F)F)(C(N)=O)C(N)=O (centres undefined)
  11	0	-0.1	-4	5	7	0	-2	-3
29) CCOC(=O)COc1ccc2c(c1)c(C(C)=O)c(C)n2Cc1ccccc1
  13	0	-0.4	30	-7	28	-1	-3	-2
30) O=C1NC(=O)C(CCc2ccccn2)(Cc2cccc(Cl)c2Cl)C(=O)N1c1ccc(Br)cc1 (centres undefined)
  8	17	12	21	-1	25	-5	-1	-3
31) O=c1c2ccccc2nc(/C=C/c2ccccc2)n1-c1ccc(O)cc1
  27	35	0.8	-6	11	-11	-8	0	5
32) O=C(C1CC(c2ccccc2O)=NO1)N1CCC2(CC1)OCCO2 (centres undefined)
  20	-15	2.4	12	-8	-10	-1	-4	-1
33) COCc1cc(C2SCC(=O)Nc3c2c(=O)[nH]n3C(C)C)ccc1OC (centres undefined)
  0	6	-1.7	5	13	-3	1	2	-2
34) CCN1CCN(C(=O)Cc2c(C)n(C(=O)c3ccc(Cl)cc3)c3ccc(OC)cc23)CC1
  20	-6	-0.4	27	5	-2	0	-4	-2
35) CC(C)Sc1nnc(OC(=O)N(C)C)n1-c1ccccc1
  5	6	0.1	-9	5	-7	-7	-6	1
36) CCN(CC)C(=O)c1ccc(NC(=O)COc2ccc([N+](=O)[O-])cc2Cl)cc1
  27	4	-0.6	22	0	9	-1	-3	-4
37) COc1nc2ccccc2c(=O)n1-c1ccc(C)cc1
  7	-5	2.1	9	9	-6	-10	-1	1
38) CCN(CC)CCNC(=O)c1c(O)c2ccccc2n(Cc2ccccc2)c1=O
  -40	7	-0.8	-1	23	10	-1	-6	1
39) O=C(c1ccco1)c1cn(Cc2ccccc2)c2ccccc12
  24	1	1.9	11	18	32	-6	-5	1
40) CCN(CC)c1ccc(N=Cc2c(O)n(Cc3ccco3)c(=O)[nH]c2=O)cc1
  0	23	2.8	22	23	18	2	-5	12
41) CC(C)c1ccc(N2C(=O)CC(=O)NC2=O)cc1
  -8	-1	0.6	-8	11	21	-1	-3	-1
42) NP(=O)(OCC(F)(F)F)Oc1ccccc1 (centres undefined)
  2	14	-1.4	-6	8	-7	0	-6	-1
43) Cc1ccccc1-n1c(O)c(C=Nc2ccc3c(c2)OCO3)c(=O)[nH]c1=O
  7	22	-0.7	25	15	1	-1	-3	3
44) Cc1cc(C)cc(OCCOc2cccc(C=C3C(=O)NC(=O)NC3=O)c2)c1
  31	-30	2.5	6	34	-6	0	2	-3
45) COc1ccc(OC)c(C(O)C(C)N)c1 (centres undefined)
  5	1	1.2	8	7	-3	-1	-3	1
46) CSCCC(N=Cc1c(O)n(-c2ccc(Cl)cc2)c(=O)[nH]c1=O)C(=O)OC(C)(C)C (centres undefined)
  3	29	-3.2	9	13	6	1	-1	1
47) CCc1ccc(-n2c(O)c(/C=N/NC(=O)c3ccncc3)c(=O)[nH]c2=O)cc1
  -5	19	-2.5	-9	-3	2	0	2	1
48) ON1C2CCCCC2N(O)C1c1ccccc1 (centres undefined)
  13	12	-1.0	0	14	6	0	-15	-5
49) CC(=O)Nc1ccccc1C(=O)OCC(=O)c1cccc2ccccc12
  14	1	-1.1	18	13	9	-12	-3	2
50) NC(=O)c1ccc(OCCC(O)N2CC=C(c3ccc(F)cc3)CC2)cc1 (centres undefined)
  -49	33	0.4	-20	15	-12	-2	-3	-9
51) Cc1cccc(N2C(=O)/C(=C/N3CCN(C(=O)c4ccco4)CC3)C(=O)NC2=S)c1
  -1	1	-0.2	1	3	3	0	-2	-2
52) O=C(Nc1ccc(C(F)(F)F)cc1)OC1CN2CCC1CC2 (centres undefined)
  10	-20	1.6	12	16	11	1	-1	1
53) O=C(NC1CC1)C1CSC(c2cccnc2)=N1 (centres undefined)
  2	19	-0.3	-5	-6	-17	0	-6	-1
54) C/C=C(\C)C(=O)N[C@@H](c1ccccc1)[C@@H](O)C(=O)O[C@H]1C[C@@]2(O)[C@@H](OC(=O)c3ccccc3)C3[C@](C)(C(=O)[C@H](OC(C)=O)C(=C1C)C2(C)C)[C@@H](O)C[C@H]1OC[C@@]31OC(C)=O (some centres undefined)
  18	34	0.4	11	-20	1	-1	-2	2
55) Cc1ccnc(-n2c(-c3ccccc3)nc3ccccc3c2=O)c1
  18	8	-1.1	19	1	0	-1	-2	1
56) OC(CCNCCc1c[nH]c2ccccc12)C(F)(F)Cl (centres undefined)
  11	10	-1.1	17	6	-2	0	-2	0
57) O=c1[nH]c(=S)n(-c2ccc(Cl)cc2)c(O)c1C=Nc1ccc(N2CCOCC2)cc1
  -17	7	0.6	8	19	7	-3	-1	0
58) COC(=O)c1nc(-c2ccc3c(n2)C(=O)C(N)=C(OC)C3=O)c(N)c(-c2ccc(OC)c(OC)c2O)c1C
  20	36	21	22	-1	2	-15	1	2
59) C/C(CC(c1ccccc1)c1c(O)c2ccccc2oc1=O)=N\Nc1ccc([N+](=O)[O-])cc1[N+](=O)[O-] (centres undefined)
  32	-8	1.0	38	9	34	8	-4	-2
60) CC(C)(C)C(=O)Nc1ccc(S(=O)(=O)N2CC3CC(C2)c2cccc(=O)n2C3)cc1 (centres undefined)
  -18	-9	-0.7	-8	6	-5	-2	-1	-1

Screening data from PubChem BioAssay.

These rows are one share of the data (hit frequency here may not be typical).
